Screening results as filed in PubChem.
Tn6 DDE FP: inhibitors of Tn6 peptide binding to human fibrin DD(E). P02675. Fibrin DD(E) TRITC-Tn6 fluorescence polarization displacement. inhibition, % at 8.3 µM. 0.21% of 370,000 active. AID 720509;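 active = inhibition above a per-campaign cutoff: mean of compounds within control limits plus 3 SD, cut at about 15% in these data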;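 note: 0% = median of all compound wells on the plate and 100% = blocking peptide control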
GC-A act: GC-A (human) enzyme activation. P16066. HEK293 GC-A cells, cGMP TR-FRET, EC30 ANP; 0% at EC30 ANP, 100% saturating ANP. activation, % at 10 µM. 0.14% of 370,000 active. AID 1671463; in the data active = activation above about 40%
Target sequence (P16066 whole entry, looked up): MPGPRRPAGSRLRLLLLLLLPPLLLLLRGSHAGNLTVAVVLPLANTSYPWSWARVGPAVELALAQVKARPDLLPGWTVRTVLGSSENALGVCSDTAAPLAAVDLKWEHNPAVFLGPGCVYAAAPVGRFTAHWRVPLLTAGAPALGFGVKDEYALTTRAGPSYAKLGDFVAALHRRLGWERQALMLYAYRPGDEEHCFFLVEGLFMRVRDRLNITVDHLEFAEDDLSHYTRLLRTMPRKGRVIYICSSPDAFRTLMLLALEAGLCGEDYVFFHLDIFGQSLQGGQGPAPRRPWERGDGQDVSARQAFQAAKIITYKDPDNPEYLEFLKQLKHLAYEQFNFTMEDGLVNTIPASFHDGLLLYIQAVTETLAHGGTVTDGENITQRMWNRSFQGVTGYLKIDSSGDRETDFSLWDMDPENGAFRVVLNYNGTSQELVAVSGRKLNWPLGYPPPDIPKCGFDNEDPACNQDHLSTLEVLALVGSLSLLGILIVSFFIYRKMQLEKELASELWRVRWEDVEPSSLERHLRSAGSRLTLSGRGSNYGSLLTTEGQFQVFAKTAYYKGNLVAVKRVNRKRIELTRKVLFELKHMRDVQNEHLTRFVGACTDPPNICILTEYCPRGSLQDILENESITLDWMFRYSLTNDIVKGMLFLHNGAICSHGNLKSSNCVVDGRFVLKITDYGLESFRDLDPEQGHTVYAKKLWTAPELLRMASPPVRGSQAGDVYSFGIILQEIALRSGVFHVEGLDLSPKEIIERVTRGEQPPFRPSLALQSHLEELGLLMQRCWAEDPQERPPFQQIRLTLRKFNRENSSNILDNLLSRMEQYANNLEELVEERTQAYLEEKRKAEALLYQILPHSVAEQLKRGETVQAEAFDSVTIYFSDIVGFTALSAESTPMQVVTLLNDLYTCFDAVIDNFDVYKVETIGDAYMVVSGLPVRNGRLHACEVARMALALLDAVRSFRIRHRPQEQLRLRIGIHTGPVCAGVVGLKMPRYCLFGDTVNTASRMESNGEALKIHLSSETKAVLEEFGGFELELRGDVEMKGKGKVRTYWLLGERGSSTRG
rCAG binder: molecules binding r(CAG) RNA repeats | r(CAG) RNA repeat, TO-PRO-1 dye displacement fluorescence | inhibition, % at 3 µM | 1.3% of 370,000 active;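 active = inhibition above the plate cutoff, the mean of all test compounds on that plate plus 3 SD, cut at about 35% in these data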;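 note: 0% = DMSO alone and 100% = 100 µM mitoxantrone as full dye displacement; higher means more dye released from RNA so lower well fluorescence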
ASAP1 inh: blocks human ASAP1-stimulated Arf1 GTP hydrolysis. GDP FP detection. inhibition, % at 16.5 µM. 0.19% of 360,000 active. AID 624377; in the data active = inhibition above about 25%;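 note: 0% = vehicle with enzyme and substrate and 100% = no enzyme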
FXN GAA850 act: frataxin GAA850 promoter activation; HEK293 lucGAA850 FXN promoter luciferase reporter, 24 h; percent of 10 µM SAHA response; activation, % at 6 µM; 0.56% of 360,000 active; AID 540364;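 active = activation above the average of all compounds screened plus 3 SD, cutoff fixed separately per campaign, cut at about 7.5% in these data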;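 note: 0% = DMSO wells and 100% = 10 µM SAHA wells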
ADAM10 inh: inhibitors of human ADAM10; O14672; recombinant ADAM10, EDANS/DABCYL FRET peptide cleavage, 3 h; inhibition, % at 7 µM; 0.62% of 370,000 active; AID 720582;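 active = inhibition above a per-campaign cutoff equal to the mean of compounds falling between control-based bounds plus 3 SD, cut at about 20% in these data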;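 note: 0% = DMSO wells while the 100% control is not disclosed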
NPR2 activator: GC-B (human) receptor activation; P20594; HEK293-GC-B cells, CNP EC30, cGMP TR-FRET; 0% at EC30 CNP, 100% saturating CNP; activation, % at 10 µM; 0.11% of 370,000 active;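 active = activation at 10 µM reaching about 35% in either raw or pattern-adjusted values, limit read from the data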
ARFGAP1 inhibitor: rat ARFGAP1 inhibition; Arfgap1-stimulated ARF1 GTP hydrolysis, GDP FP detection; Q62848; 0.26% of 360,000 active; AID 651572; inhibition, % at 16.5 µM;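 active = inhibition above a per-plate limit, mean inhibition of low control wells plus 3 SD, cut at about 25% in these data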;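 note: 0% = DMSO wells with enzyme and 100% = wells lacking Arfgap1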
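Material: rat Arfgap1 catalytic domain, aa 1-136; also added: human ARF1(Δ1-17)-GTP substrate; compound dosing: one concentration, 16.5 µM, DMSO 1.26%; incubation: GTP hydrolysis reaction 2 h at 25 °C; measured by: Tracer-displacement fluorescence polarization with EDTA stop, 620/688 nm; evaluation: % inhibition from polarization; repeats: one replicate per compound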
sPLA2-III inh: Inhibits HGIII-sPLA2 liposome hydrolysis, primary screen | 0.56% of 370,000 active | AID 743126 | inhibition, % at 12.2 µM | QFRET BODIPY PC-A2 liposome hydrolysis, fluorescence | Q9NZ20;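 active = inhibition above mean plus 3 SD of compounds lying within the high and low control bounds, cut at about 19% in these data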;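 note: 0% = median of test compound wells and 100% = no enzyme DMSO wells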
KLK7 zymogen act: activators of human kallikrein-7 zymogen; purified proKLK7, EDANS-DABCYL substrate fluorescence; 100% is mature enzyme control, 0% vehicle; activation, % at 7 µM; 0.9% of 370,000 active; AID 652039;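 active = activation above the mean of all tested compounds plus 3 SD, computed per campaign excluding outliers beyond control limits, cut at about 13% in these data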
Starred values were filed as active, the others as inactive; x = not tested or not shown.

SMILES	Tn6 DDE FP	GC-A act	rCAG binder	ASAP1 inh	FXN GAA850 act	ADAM10 inh	NPR2 activator	ARFGAP1 inhibitor	sPLA2-III inh	KLK7 zymogen act
COc1ccc(C(C)=O)cc1CC(=O)Nc1ccc2c(c1)CCC2	-8	1	8	2	1.1	16	-8	-2	0	-0.3
O=C(CN1C(=O)S/C(=C\c2ccccc2F)C1=O)NC1C=CS(=O)(=O)C1 (stereo not drawn)	-1	0	6	0	4.5	6	-2	-6	3	0.3
CC(C)n1nnnc1SCC(=O)N1CCN(Cc2ccc3c(c2)OCCO3)CC1	-7	0	-1	3	-0.5	-18	1	6	11	-0.5
Cc1c(NC(=O)CSc2ccccc2C(=O)Nc2cccnc2)c(=O)n(-c2ccccc2)n1C	6	3	-2	4	-0.4	-2	6	0	3	0.3
O=C(NC1CCN(S(=O)(=O)c2ccccc2)CC1)c1ccc(F)cc1	0	1	-4	2	1.2	-12	-3	3	-2	0.5
CCOc1ccc(-c2cc(N)n(S(=O)(=O)c3ccc(OC)cc3)n2)cc1	4	0	4	7	-1.6	1	4	1	-15	0.3
COc1ccccc1-n1c(-c2cccnc2)n[nH]c1=S	-2	4	-3	6	4.6	-5	2	3	5	-0.6
CCOc1ccc(/C=C/C(=O)c2ccccc2)cc1	1	7	-4	7	7.2	-20	0	4	0	-2.8
CCOC(=O)C1=CN(Cc2cccc(Br)c2)S(=O)(=O)NC1C (stereo not drawn)	7	-9	2	3	2.7	-2	-5	6	-14	0.1
CCCC[C@H]1COCCS(=O)(=O)N1Cc1ccc(F)cc1	7	-3	-3	-7	-0.5	2	-8	3	1	-0.8
O=C(CCNC(=O)c1ccc(Br)cc1)Nc1cc(Cl)ccc1-n1cncn1	0	-7	-2	-13	1.9	-13	-6	0	7	-0.3
CC(C)Cn1c(=S)[nH]c2cc(Cl)ccc21	-2	-5	0	-6	0.9	5	-2	5	4	-0.1
Cc1nn(Cc2ccccc2)c(C)c1NC(=O)c1ccc([N+](=O)[O-])cc1[N+](=O)[O-]	-3	-2	-1	0	-1.0	-7	0	6	11	0.4
Cc1ccc(SCc2ccc(C(=O)N3CCCCC3)cc2)cc1	-6	2	-10	-3	5.0	5	-4	-7	-9	0.3
COCCN(CC(=O)Nc1cccc(C)c1C)C(=O)Cc1cccs1	-4	3	3	16	-1.4	0	1	3	-4	-0.7
O=C(C1CCCN1S(=O)(=O)c1ccc(Cl)s1)N1CCN(c2ccccc2)CC1 (stereo not drawn)	3	0	6	x	x	-6	-1	x	0	-1.1
O=C(CCN1C(=O)c2ccccc2C1=O)NCc1ccco1	-3	3	3	10	0.2	4	0	0	0	0.0
Cc1cccc(CNc2ncnc3ccc(-c4ccccc4Cl)cc23)c1	0	11	7	0	0.3	-1	18	-7	-5	-0.4
CC1=N/C(=C\c2ccc3c(c2)OCO3)C(=O)N1c1ccc(C(=O)O)cc1	-4	-4	1	-13	0.7	-15	-3	10	5	0.5
Cc1ccccc1-c1nc(CN2CCC(C(=O)NC3CCN(Cc4ccccc4)CC3)CC2)c(C)o1	-1	0	0	-5	-2.2	-5	-5	-5	9	-0.4
Cc1ccccc1Cn1cc(CN2[C@@H](CC(C)C)COc3cccc(F)c3S2(=O)=O)nn1	5	-2	1	x	x	1	-2	x	-6	-0.1
COc1cccc(CN2CCNC(=O)C2CC(=O)NCCn2cccn2)c1OC (stereo not drawn)	-1	4	-3	-1	0.5	-16	5	-3	5	0.4
COc1ccc(CC(N)c2csc(Nc3nc(C)cnc3C)n2)cc1 (stereo not drawn)	2	-11	10	-10	-3.5	-4	-5	15	1	-0.2
Cc1ccsc1C(=O)NNC(=O)CCN1CCN(c2ccccc2)CC1	-3	3	-7	15	2.9	-4	2	17	7	-0.1
Cc1nnc(NC(=O)c2cc3n(n2)C(C(F)(F)F)CC(C2CC2)N3)s1 (stereo not drawn)	-2	-1	0	6	-3.1	5	-4	-11	-3	-0.3
O=C(CN(c1ccccc1)S(=O)(=O)c1ccccc1)NCCSc1ccccn1	8	-3	-9	2	1.3	-9	-4	-9	0	0.8
CC(=O)c1cccc(NC(=O)N2CCC(c3ccc(C)cc3)C2)c1 (stereo not drawn)	1	2	-3	9	0.5	-2	-2	22	9	-0.4
CCc1nc2c(OCC(=O)c3ccc(Cl)cc3Cl)cccn2c1N(C)C(=O)COc1ccccc1	3	3	6	-4	0.2	-13	-1	1	-66	1.1
CCCOc1ccc(C2C3=C(CCCC3=O)N(CC(=O)O)C3=C2C(=O)CCC3)cc1OCC	-12	2	1	9	2.4	-1	-6	-2	-4	-0.2
O=C(CN1C(=O)S/C(=C/c2cccn2-c2ccc(O)cc2)C1=O)N1CCCC1	-1	-3	-4	3	0.8	-2	4	3	-27	0.0

An excerpt of the results above, for reference:
SMILES	Tn6 DDE FP	GC-A act	rCAG binder	ASAP1 inh	FXN GAA850 act	ADAM10 inh	NPR2 activator	ARFGAP1 inhibitor	sPLA2-III inh	KLK7 zymogen act
Cc1nn(Cc2ccccc2)c(C)c1NC(=O)c1ccc([N+](=O)[O-])cc1[N+](=O)[O-]	-3	-2	-1	0	-1.0	-7	0	6	11	0.4
Cc1ccc(SCc2ccc(C(=O)N3CCCCC3)cc2)cc1	-6	2	-10	-3	5.0	5	-4	-7	-9	0.3

Following part
SMILES	Tn6 DDE FP	GC-A act	rCAG binder	ASAP1 inh	FXN GAA850 act	ADAM10 inh	NPR2 activator	ARFGAP1 inhibitor	sPLA2-III inh	KLK7 zymogen act
N#Cc1cccc(C#N)c1Oc1ccc(S(=O)(=O)Nc2ccccc2)cc1	8	1	7	2	-0.8	6	-2	13	-22	0.1
CC1CCN(CCCn2c(=S)[nH]c3ccccc3c2=O)CC1	8	3	3	-2	-1.9	-2	0	-18	4	-0.8
OCCNc1ccc(Cl)cc1	-1	-5	0	0	0.6	4	-5	3	10	0.7
Nc1ccccc1SCC(=O)Nc1cccc2ccccc12	0	2	3	4	1.1	-78	-2	-3	-3	-6.9
O=C(Nc1nnc(C2CC2)s1)c1cc2ccccc2o1	0	-4	4	-13	2.3	-48	-2	-1	-5	-0.3
COc1ccc(/C=C/CN2CCN(CC(C)C)C(CCO)C2)cc1 (stereo not drawn)	3	-1	-8	-5	0.7	-6	-3	-2	-7	0.4
O=C(Nc1nc(-c2ccc(-c3ccccc3)cc2)cs1)c1cnccn1	-3	3	6	-3	3.1	3	-4	-6	7	-0.6
CCC(=O)c1ccc(OCC(=O)Nc2ccccc2C(=O)N2CCCCC2)cc1	8	0	-3	-15	-0.2	-12	3	2	2	0.3
O=CN1CCN(C(=S)Nc2ccc(OC(F)F)cc2)CC1	1	3	-3	-5	-1.5	0	1	7	-2	-0.5
CCCCN(C(=O)C(C)Oc1ccc(Br)cc1)c1c(N)n(CC(C)C)c(=O)[nH]c1=O (stereo not drawn)	-5	-5	1	-7	0.4	-13	6	4	5	-0.8
CCCCSc1nnc(-c2ccccc2NC(C)=O)c(=O)[nH]1	4	3	-1	1	-2.0	-1	0	-8	3	-0.9
O=[N+]([O-])c1ccc(O)c(/C=N/n2c(CO)nc3ccccc32)c1	7	-1	5	1	-0.1	0	4	-9	-1	0.3
COC(=O)C(C)Oc1ccc(Cl)c(CN2OCC(C)(C)C2=O)c1 (stereo not drawn)	5	2	-4	5	2.1	8	4	2	-3	0.3
Cc1ccnc(NC(=O)CSc2ccc3c(c2)OCCO3)c1	-2	6	-2	6	2.2	-9	-2	0	13	0.0
O=C(Cc1ccc(Cl)cc1)Nc1ccc(-c2nnc(-c3ccco3)o2)cc1	2	-1	17	4	0.9	-89	-5	-10	-7	0.0
O=C(c1cccc(Br)c1)c1nc2ccccc2[nH]c1=O	-3	-1	0	7	x	-9	-7	-14	13	0.2
CCc1ccccc1NC(=O)CSc1nc2ccccc2n1CC(=O)N(C)C	-3	-1	-1	-13	-0.5	3	0	0	5	-0.3
CCSc1nnc(NC(=O)c2cc(C)nc3ccccc23)s1	3	-2	12	-6	-0.8	5	-4	8	-11	0.0
COc1ccc(CNC(=O)[C@H](Cc2c[nH]c3ccccc23)NC(C)=O)cc1OC	1	4	-2	0	1.6	-1	-3	-12	-7	0.1
Cc1csc2ncc(C(=O)Nc3ccccc3Cl)c(=O)n12	2	13	2	0	1.9	-9	-5	0	2	-0.7
Cc1ccc(S(=O)(=O)NC2CCCC(C(=O)O)C2)cc1 (stereo not drawn)	-4	-4	-1	10	-0.1	-4	2	-4	-3	0.8
COc1ccccc1N(CC(O)COc1c(C)cc(C)cc1C)S(=O)(=O)c1ccccc1 (stereo not drawn)	-1	-5	-4	-1	0.0	14	-8	3	-23	-0.2
O=C(NC1CCCCCCC1)c1cccc(Cl)c1	2	-2	-5	0	5.2	0	1	2	5	-0.4
CC#CCN(Cc1ccco1)C(=O)C1CCC(=O)N(Cc2ccccc2F)C1 (stereo not drawn)	1	3	-6	0	2.0	1	-4	-11	4	0.4

Compounds shown so far containing an aryl thioether with sulfur outside any ring (nine):
SMILES	Tn6 DDE FP	GC-A act	rCAG binder	ASAP1 inh	FXN GAA850 act	ADAM10 inh	NPR2 activator	ARFGAP1 inhibitor	sPLA2-III inh	KLK7 zymogen act
CC(C)n1nnnc1SCC(=O)N1CCN(Cc2ccc3c(c2)OCCO3)CC1	-7	0	-1	3	-0.5	-18	1	6	11	-0.5
Cc1c(NC(=O)CSc2ccccc2C(=O)Nc2cccnc2)c(=O)n(-c2ccccc2)n1C	6	3	-2	4	-0.4	-2	6	0	3	0.3
Cc1ccc(SCc2ccc(C(=O)N3CCCCC3)cc2)cc1	-6	2	-10	-3	5.0	5	-4	-7	-9	0.3
O=C(CN(c1ccccc1)S(=O)(=O)c1ccccc1)NCCSc1ccccn1	8	-3	-9	2	1.3	-9	-4	-9	0	0.8
Nc1ccccc1SCC(=O)Nc1cccc2ccccc12	0	2	3	4	1.1	-78	-2	-3	-3	-6.9
CCCCSc1nnc(-c2ccccc2NC(C)=O)c(=O)[nH]1	4	3	-1	1	-2.0	-1	0	-8	3	-0.9
Cc1ccnc(NC(=O)CSc2ccc3c(c2)OCCO3)c1	-2	6	-2	6	2.2	-9	-2	0	13	0.0
CCc1ccccc1NC(=O)CSc1nc2ccccc2n1CC(=O)N(C)C	-3	-1	-1	-13	-0.5	3	0	0	5	-0.3
CCSc1nnc(NC(=O)c2cc(C)nc3ccccc23)s1	3	-2	12	-6	-0.8	5	-4	8	-11	0.0
